# ADAM10 inh: inhibits human ADAM10 | O14672 | hit rate 0.62% among 370,000 | recombinant ADAM10, EDANS/DABCYL FRET peptide cleavage, 3 h | inhibition, % at 7 µM;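 active means inhibition above a per-campaign cutoff equal to the mean of compounds falling between control-based bounds plus 3 SD, cut at about 20% in these data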;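 further: 0% = DMSO wells while the 100% control is not disclosed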
# FXN GAA850 act: increases GAA850 frataxin promoter reporter activity. activation, % at 6 µM. hit rate 0.56% among 360,000. HEK293 lucGAA850 FXN promoter luciferase reporter, 24 h; percent of 10 µM SAHA response;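 active means activation above the average of all compounds screened plus 3 SD, cutoff fixed separately per campaign, cut at about 7.5% in these data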;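 further: 0% = DMSO wells and 100% = 10 µM SAHA wells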
# PLC-beta3 inh: inhibitors of human phospholipase C beta3. Q01970. Purified PLC-beta3, fluorogenic substrate, fluorescence. inhibition, % at 12.2 µM. hit rate 0.18% among 370,000. AID 720704; in the data active means inhibition above about 11%;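 further: 0% = median of compound wells on plate and 100% = full blocker control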
# hcDAF12 agonist: activates DAF-12 receptor from parasite H. contortus. HEK293 hcDAF-12 lit1-tk-luc reporter, luminescence; 0% DMSO, 100% Δ7-dafachronic acid. activation, % at 6.8 µM. hit rate 1.4% among 370,000. AID 652067;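 active means activation above the mean of all tested compounds plus 3 SD, cut at about 5.5% in these data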;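 further: 100% = response to 3 µM Δ7-dafachronic acid high control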
# DAX1 inh-1: DAX1 (NR0B1) inhibition, primary screen; HEK293T StAR-luciferase reporter, SF-1/DAX-1 repression relief; inhibition, % at 6.8 µM; hit rate 1.1% among 370,000; AID 652010;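 active means inhibition above the mean over all tested compounds plus 3 SD, cut at about 3.6% in these data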;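 further: 0% = DAX-1 cells with DMSO and 100% = cells lacking DAX-1 with DMSO; higher inhibition means more luminescence from relief of DAX-1 repression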
# ssDAF12 agonist: S. stercoralis DAF-12 activation, primary screen. HEK293 ssDAF-12/GRIP1 lit1-tk-luc reporter, luminescence; % of 3 µM dafachronic acid response. activation, % at 6.8 µM. hit rate 1% among 370,000. AID 652126;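 active means activation above the mean over all tested compounds plus 3 SD, cut at about 0.9% in these data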;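 further: 0% = DMSO-only wells and 100% = 3 µM delta7-dafachronic acid wells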
# sPLA2-III inh: Inhibits HGIII-sPLA2 liposome hydrolysis, primary screen; hit rate 0.56% among 370,000; AID 743126; QFRET BODIPY PC-A2 liposome hydrolysis, fluorescence; Q9NZ20; inhibition, % at 12.2 µM;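 active means inhibition above mean plus 3 SD of compounds lying within the high and low control bounds, cut at about 19% in these data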;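 further: 0% = median of test compound wells and 100% = no enzyme DMSO wells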
# ADAM17 inh: inhibits human ADAM17; inhibition, % at 6.95 µM; recombinant ADAM17, EDANS/DABCYL FRET peptide cleavage; hit rate 0.83% among 370,000;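 active means inhibition above the mean of compounds lying between control limits plus 3 SD, set per campaign, cut at about 8.5% in these data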;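 further: 0% = DMSO-only wells as the low control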
# Target sequence (P78536 215-824 limits assumed): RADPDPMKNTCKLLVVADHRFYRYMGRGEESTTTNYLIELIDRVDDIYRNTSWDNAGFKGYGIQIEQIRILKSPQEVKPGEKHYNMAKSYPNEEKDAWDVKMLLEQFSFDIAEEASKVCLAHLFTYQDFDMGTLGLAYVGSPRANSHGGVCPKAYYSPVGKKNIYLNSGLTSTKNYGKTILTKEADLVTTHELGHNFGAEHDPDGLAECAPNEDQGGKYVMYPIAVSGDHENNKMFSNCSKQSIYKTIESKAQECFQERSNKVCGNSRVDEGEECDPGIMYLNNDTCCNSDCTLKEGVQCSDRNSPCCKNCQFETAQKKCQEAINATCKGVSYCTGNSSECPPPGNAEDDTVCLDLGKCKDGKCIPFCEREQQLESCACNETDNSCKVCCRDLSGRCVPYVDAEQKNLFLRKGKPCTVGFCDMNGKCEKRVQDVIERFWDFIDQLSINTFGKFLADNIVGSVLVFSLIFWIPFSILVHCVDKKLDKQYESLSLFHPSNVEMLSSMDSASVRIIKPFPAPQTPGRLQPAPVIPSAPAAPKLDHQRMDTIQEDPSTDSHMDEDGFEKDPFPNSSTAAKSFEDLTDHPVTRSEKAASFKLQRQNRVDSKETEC
# hgDAF-12 ag: activates the H. glycines DAF-12 receptor ligand-binding domain; activation, % at 6.8 µM; HEK293 GAL4-hgDAF12 UAS-luciferase reporter, agonist luminescence; normalized to butyrate control; hit rate 1.8% among 370,000;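 active means activation above a cutoff set at the mean of all screened compounds plus 3 SD, cut at about 10% in these data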;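 further: 0% = DMSO wells and 100% = sodium butyrate wells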
# PLC-gamma1 inh: inhibitors of human phospholipase C gamma1; P19174; purified PLC-gamma1, fluorogenic substrate, fluorescence; inhibition, % at 12.2 µM; hit rate 0.84% among 370,000; AID 720700; in the data active means inhibition above about 9.5%
# DAX1 inh-2: inhibitors of human orphan nuclear receptor DAX1 (NR0B1). inhibition, % at 6.75 µM. HEK293 Gal4-DAX1 luciferase reporter, luminescence. P51843. AID 504766. hit rate 0.99% among 340,000;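 active means inhibition above the mean over all tested compounds plus 3 SD, cut at about 4.2% in these data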;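 further: 0% = DAX1-transfected cells with DMSO and 100% = empty-vector control cells with DMSO; inhibition shows as a rise in luminescence from relieved DAX1 repression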
# Target sequence (P51843 207-470 limits assumed): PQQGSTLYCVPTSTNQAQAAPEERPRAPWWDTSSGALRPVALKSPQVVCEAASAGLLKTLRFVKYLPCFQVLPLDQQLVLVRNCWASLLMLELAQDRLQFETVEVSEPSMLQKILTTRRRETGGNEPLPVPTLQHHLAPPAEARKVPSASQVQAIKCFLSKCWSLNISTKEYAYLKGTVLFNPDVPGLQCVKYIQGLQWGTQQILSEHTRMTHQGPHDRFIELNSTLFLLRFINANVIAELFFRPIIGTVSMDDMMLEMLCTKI
# * marks the source's active call; other numbers are inactive results; i = inactive; . = no result given.
SMILES	ADAM10 inh	FXN GAA850 act	PLC-beta3 inh	hcDAF12 agonist	DAX1 inh-1	ssDAF12 agonist	sPLA2-III inh	ADAM17 inh	hgDAF-12 ag	PLC-gamma1 inh	DAX1 inh-2
C=CCn1c(-c2ccccn2)n[nH]c1=S	0	.	-10	0.3	0.4	-1.3	5	-3	0.7	-6	.
CC(C)(C)C1CCC(OCC(O)CN2CCN(Cc3ccccc3)CC2)CC1 (centres undefined)	0	-1.3	-4	-0.2	0.0	-1.7	-8	-5	-2.0	1	0.8
CC(C)C[C@H]1CN(CCCC[C@H]2CNC(=O)C(=O)N2Cc2ccccc2)C(=O)C(=O)N1CCc1ccccc1	-7	.	5	-1.0	0.7	-1.2	-1	6	0.7	5	.
O=C(Nc1nnc(-c2ccncc2)o1)C1CCCCC1	-59	1.1	-13	1.8	-0.3	-0.4	3	-19	-1.7	-12	-0.9
CN(C(=O)c1cccc(NC(=O)Cc2ccc([N+](=O)[O-])cc2)c1)C1CCCC1	2	-2.5	2	-3.4	-1.6	-2.0	-19	1	-3.0	-2	-2.5
CCN(C(=O)CN1CCN(c2ccc(O)cc2)CC1)c1c(N)n(Cc2ccccc2)c(=O)[nH]c1=O	-15	0.3	-10	-1.2	-0.7	-1.0	5	-3	0.7	-1	0.9
COC(=O)[C@]12C[C@H](CC(=O)NCc3ccc(OC)c(OC)c3)C(=O)N(Cc3ccccc3)C1=C[C@H](C1CCCC1)O[C@@H]2C	-2	.	0	-1.0	-0.1	-0.5	-5	1	0.1	-2	.
COc1cc([N+](=O)[O-])ccc1NC(=O)COC(=O)C=C(C)C	1	0.7	-7	-2.1	-0.6	-2.5	1	-4	-1.9	2	1.6
CSCCC(NS(=O)(=O)c1ccc2c(c1)OCCO2)C(=O)NCCc1ccccn1 (centres undefined)	-3	1.0	-2	-0.2	-0.6	-0.9	8	-3	1.1	6	1.1
Cn1c(=O)n(C)c2cc([N+](=O)[O-])c(N3CCN(C(=O)c4ccc(F)cc4)CC3)cc21	3	-0.5	3	-1.1	-0.7	-1.1	0	-1	-3.2	2	-1.9
COC(=O)C(Cc1ccccc1)NC(=O)C12CC3CC(CC(C3)C1)C2 (centres undefined)	0	1.8	-1	-0.4	-0.5	-1.6	12	0	-0.9	1	-0.9
Cc1ccc(-n2c(=O)c3c4c(sc3n3c(C)nnc23)COC(C(C)C)C4)cc1 (centres undefined)	6	-1.9	-1	-0.2	0.1	-1.4	7	-5	0.0	0	1.4
N#C/C(=C(/O)CCl)c1nnc2n1CCCCC2	1	4.0	-7	-0.1	-0.1	-2.4	0	-4	1.7	0	0.6
Cc1cccc(C)c1N1CCN(C(=O)N2CCOCC2)CC1	0	2.0	-9	0.8	0.2	-1.7	3	-5	0.6	0	0.4
Cc1ccc(C)c(NC(=O)CCC(=O)N/N=C/c2cc([N+](=O)[O-])ccc2O)c1	4	-0.3	0	0.0	-0.2	-0.7	1	-2	2.5	1	-1.2
COc1ccccc1-c1cccc(-c2nc(C(=O)Nc3nccs3)cc3c2[C@H](CCO)N(C(C)=O)C3)c1	-4	.	-7	-3.4	-1.7	-1.3	-14	0	-6.4	-4	.
CCOc1cc(Br)ccc1S(=O)(=O)N1CCC(C(N)=O)CC1	-1	0.5	2	-0.6	-0.4	-1.5	4	0	-0.8	-2	-0.4
O=C(/C=N/O)NCCCn1ccnc1	1	-0.2	-1	-1.4	0.1	-1.5	8	-4	0.1	-1	0.0
O=C(NCCCN1CCOCC1)c1cc(S(=O)(=O)N2CCOCC2)c(Cl)cc1Cl	-16	1.9	-9	-1.4	0.4	0.1	4	-2	-0.7	1	1.7
COc1ccc(OC)c(NC(=O)CN(c2ccc(OC)c(Cl)c2)S(C)(=O)=O)c1	7	6.8	2	0.2	-0.2	-1.3	-18	1	0.0	-1	0.8
O=C(NCCc1csc(-c2cccnc2)n1)c1c(F)cccc1F	-10	2.4	-6	-1.1	-0.5	-1.7	12	-7	3.3	-2	0.1
Cc1noc(NS(=O)(=O)c2ccc(NC(=O)C34CC5CC(C3)CC(n3cnc(Cl)n3)(C5)C4)cc2)c1C	-3	1.6	3	0.4	0.5	-1.1	-30	3	-0.6	0	0.6
O=C(CSc1nnc(-c2cccnc2)n1Cc1ccco1)Nc1cc(Cl)ccc1F	4	.	-3	-1.1	0.4	-1.3	-7	3	-3.5	-1	.
O=C(CSc1nccn1-c1ncc(C(F)(F)F)cc1Cl)c1ccc(Cl)cc1	2	-2.8	-1	4.4	0.1	-0.2	8	1	1.7	-3	1.2
Cc1cc2cc3c(cc2nc1SCC(=O)N1c2ccccc2CC1C)OCO3 (centres undefined)	2	0.1	3	-0.2	-1.2	-1.5	3	1	-1.3	4	-0.3
CC(c1ccc(F)cc1)n1cc(C(=O)NCc2ccccn2)nn1 (centres undefined)	-4	0.9	-1	0.3	0.1	-1.4	0	-1	-2.5	1	-1.1
CCOc1ccccc1NC(=O)c1ccc(F)c(S(=O)(=O)N2CCC3(CC2)OCCO3)c1	0	-0.9	4	-1.8	-0.6	-2.2	-7	-2	-2.4	1	-0.8
COc1ccc(O/C(=N\S(=O)(=O)c2ccccc2)c2ccccc2)cc1	-1	-3.4	-2	-0.2	-0.2	-1.4	6	-5	-2.4	1	-0.5
COC(=O)c1ccc(OCC(O)CNCC(c2ccc(OC)cc2)N(C)C)c(OC)c1 (centres undefined)	1	2.2	-5	0.2	0.7	-0.2	2	-2	0.8	-1	0.3
CN(C)c1nc(Cl)nc2c1nc(Cl)n2C1CCCCO1 (centres undefined)	-11	1.5	0	-0.2	-0.3	-1.3	-1	-4	1.6	-3	1.8
CCCc1cc(=O)n2[nH]c(Cc3ccccc3)nc2n1	9	-1.5	-1	-0.6	-0.2	-1.6	-2	1	-0.8	0	0.1
COc1ccc(N(CC(=O)Nc2ccc3c(c2)OCCO3)S(=O)(=O)c2c(C)noc2C)cc1	-8	-5.0	-1	-1.6	-1.0	-1.4	2	-3	-4.0	0	0.3
COCc1cc(C)nc(OC)c1C(N)=O	-3	-0.1	-9	1.1	0.0	-1.4	2	-4	2.3	-1	0.1
O=C(c1cn(-c2ccccc2)nc1-c1cc2ccccc2oc1=O)N1CCOCC1	-276	2.3	i	-0.8	-0.8	-1.0	0	-82	-0.4	-452	0.4
CC(=O)c1ccc(S(=O)(=O)Nc2ccc(C(=O)NCC(c3ccco3)N3CCCC3)cc2)cc1 (centres undefined)	-16	0.3	-12	0.4	0.8	-0.8	-6	-3	-0.6	-4	-0.3
CCCCc1nc(SCC(=O)N2CCOCC2)c2c(=O)n(C)c(=O)n(C)c2n1	1	1.8	-5	-1.3	-0.7	-0.6	0	-5	-0.4	-3	0.2
Cc1ccc(/C=C/C(=O)NCCCN2CCN(CCCNC(=O)/C=C/c3ccc(C)o3)CC2)o1	-3	0.3	0	1.0	-0.1	-0.8	-1	-1	-0.2	-2	-0.3
CCc1ccccc1NC(=O)CSc1nc2n[nH]c(C)c2c(=N)n1-c1ccc(OC)cc1	16	-3.9	-8	-1.6	-0.5	-1.4	-18	12*	-2.7	-13	0.5
CC1CCCCC1NC(=O)c1cncc(Br)c1 (centres undefined)	-2	1.0	1	-1.1	-0.1	-1.2	0	-3	4.0	3	-0.1
CN1CCN(C(=O)c2ccc3c(c2)N(Cc2ccc(F)cc2)C(=O)c2ccccc2S3=O)CC1 (centres undefined)	-5	-2.2	3	-0.7	2.2	-0.6	0	1	1.2	3	1.8
CSc1nc(SC)c2c3c(oc2n1)COC(C)(C)C3	-9	0.6	0	-0.7	-0.2	-1.1	-3	-4	-1.3	-1	-0.7
CN(C)C(=S)SCC(=O)NC(=O)NC(C)(C)C	4	0.6	-1	0.6	-0.3	-0.2	1	-1	-0.1	0	1.4
CCOC(=O)CSc1nc2c(cnn2-c2ccc(Cl)cc2)c(=O)[nH]1	5	-0.3	-4	-2.2	-0.3	-0.6	-6	-4	1.4	-1	-0.3
O=C(NCC1CCCO1)c1cc2c(s1)CS(=O)(=O)C2 (centres undefined)	-5	-0.2	-8	-1.8	-0.2	-0.5	-4	-3	2.8	-1	0.5
Cc1cccc(NC(=O)c2ccc(OCC(=O)NCc3ccccc3)cc2)c1C	-2	0.2	2	-1.7	-0.9	-1.8	-1	-3	0.2	-2	-0.2
C#CC(CC)(CC)NC(=O)c1cc(S(=O)(=O)N2CCCCC2)ccc1N1CCOCC1	-4	2.5	-13	1.0	-1.3	-0.5	1	-3	0.6	-9	-3.8
COc1ccc(C)cc1NC(=O)CN1C(=O)C2CC=CCC2C1=O (centres undefined)	-4	-0.2	-13	1.0	0.1	-1.2	15	-1	2.9	-3	1.9
Cn1c(Cn2nnc3ccccc32)nnc1SCC(=O)N1c2ccccc2Sc2ccccc21	4	-1.6	4	-1.1	-0.9	-1.9	-12	1	-4.2	2	0.7
CC(=O)c1cc(-c2ccccc2)n(CC(=O)NC2CCCCC2)c1C	-9	1.1	-1	0.4	-0.6	-1.1	-1	-2	-0.5	0	0.2
Cc1nc(-c2cccnc2)sc1C(=O)Nc1ccc(C(F)(F)F)cc1	-1	1.3	-2	-1.5	-0.6	-1.0	0	0	0.0	-1	-0.6
CCOC(=O)c1nnn(-c2nonc2N)c1COc1cc(C)c(Cl)c(C)c1	12	2.9	-6	-1.5	0.2	-0.9	-16	2	-0.2	-7	1.8
Nc1cc(OC(=O)c2ccc(F)cc2)nn1S(=O)(=O)c1ccccc1	4	1.4	2	0.1	0.0	-1.1	-2	1	-0.9	2	0.4
Cc1nc([N+](=O)[O-])cn1CC(=O)c1ccc(Br)cc1	4	0.3	2	-1.0	0.1	-1.3	-5	-3	0.9	-1	2.0
O=C(c1cc(S(=O)(=O)N2CCOCC2)ccc1F)N(Cc1nnc(-c2ccccc2Cl)o1)C1CC1	0	3.0	-8	-0.7	-2.5	-1.8	2	-4	-2.6	4	-2.1
CCOc1cc(N2CCOCC2)c(OCC)cc1NC(=O)COC(=O)c1ccc(OC)c([N+](=O)[O-])c1	-6	-2.0	-6	1.7	0.3	-0.2	1	-6	2.0	-2	-0.7
N#C/C(=C(/O)c1cccs1)c1nc2ccccc2[nH]1	-56	1.6	-123	-0.4	0.5	-1.0	15	-35	2.5	-86	1.9
CC(=O)NC1(C(F)(F)F)N=C2SCCN2C1=O (centres undefined)	1	-1.6	6	-2.5	0.1	-1.4	9	-3	1.7	-3	0.6

# Source: PubChem BioAssay
